# Screens from PubChem.
# Mm-Cpn inhibitor – inhibitors of Methanococcus maripaludis chaperonin (MmCpn); Potency, µM (titrated, usually from 76.9 µM), inactives show top-dose activity, negative = inhibition, usual class: inhibitors; 0.031% of 330,000 active; AID 504842; purified Mm-Cpn ATPase, ADP Transcreener TR-FRET; also: potency is read from the fitted curve at half-maximal effect; % is scaled to controls: 0 for no effect and ±100 for the full control effect; nearly all actives have a fitted effect of over 80% in size
#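 Purified archaeal Mm-CPN (25nM final) preincubated 10 min at 37degC with compound, then 10uM ATP for 30 min at 37degC; ADP measured by HTRF Transcreener TR-FRET; buffer 30 mM TRIS pH 7.4, 100mM KCl, 5mM MgCl2, 1mM DTT.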
# CCT chaperon mod – changes cytosolic chaperonin activity | purified chaperonin ATPase assay, HTRF ADP detection, 30 min | activity change, % (concentration not given with the values), hits read low | AID 651819 | 0.3% of 360,000 active; in the data active = activity change below about -30%; also: % is scaled to controls: 0 for no effect and ±100 for the full control effect
#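 ATPase activity: ADP formed was measured by HTRF Transcreener (665/615 nm ratio) after 30 min at 37 deg C with 10 uM ATP. Compounds screened at one 76 uM concentration against 40 or 20 nM TRiC in Tris pH 7.4/KCl/MgCl2/DTT buffer.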
# Akt phos inh – inhibitors of Akt phosphorylation | Neuro2A IGF-stimulated pAkt S473 HTRF, 20 min; active compounds read low | activity change, % for hits at 50 µM | 0.32% of 360,000 active | AID 651550; in the data active = activity change below about -80%; inconclusive = mostly about -51% to -80%; also: % is scaled to controls: 0 for no effect and ±100 for the full control effect
#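 Single-point screen (50 µM final compound) in Neuro2A cells stimulated 20 min with 6 nM IGF at 37 deg C. After lysis, Ser473-phosphorylated Akt read by HTRF (ex 330 nm, em 615/665 nm) as the 665/615 ratio.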
# D3 antag – antagonists of human D3 dopamine receptor | D3R cells, DiscoveRx beta-arrestin luminescence, antagonist mode; active compounds read low | max response, negative = inhibition, % | 2.5% of 360,000 active; in the data active = max response below about -50%; inconclusive = no clear call, values can overlap the other calls; also: % is scaled to controls: 0 for no effect and ±100 for the full control effect; mostly tested at two doses, the higher about 12 µM
# Target sequence (P35462 whole entry, looked up): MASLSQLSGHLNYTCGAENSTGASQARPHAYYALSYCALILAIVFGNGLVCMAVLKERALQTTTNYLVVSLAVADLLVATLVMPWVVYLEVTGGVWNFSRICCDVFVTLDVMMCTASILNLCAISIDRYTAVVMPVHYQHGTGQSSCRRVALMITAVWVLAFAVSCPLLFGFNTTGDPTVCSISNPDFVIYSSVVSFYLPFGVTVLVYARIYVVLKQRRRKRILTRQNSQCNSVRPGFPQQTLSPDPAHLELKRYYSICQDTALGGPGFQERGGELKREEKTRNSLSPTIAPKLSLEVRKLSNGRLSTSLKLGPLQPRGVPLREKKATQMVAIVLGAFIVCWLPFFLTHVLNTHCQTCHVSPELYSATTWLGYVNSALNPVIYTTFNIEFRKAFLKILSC
#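 Cells plated overnight at 1500 cells/well, then exposed to library compounds with dopamine controls for 90 minutes at 37 degrees C. DiscoveRx reagent added for 30–60 minutes at room temperature; luminescence read, quantitative HTS format.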
# PTHR1 agonist – PTHR1 (human) receptor agonism. Q03431. 0.075% of 410,000 active. HEK293 GP2 PTHR1 cells, GloSensor cAMP luminescence, 1 h. Potency, µM (top dose mostly 115 µM), for inactives: top-dose activation, hits mostly activators; also: potency is read from the fitted curve at half-maximal effect; nearly all actives have a fitted effect of over 55% in size; some results filed as inactive show a strong effect at the top dose; inactives centre near -15; many of its hits are not listed in these tables
# Target sequence (Q03431 whole entry, looked up): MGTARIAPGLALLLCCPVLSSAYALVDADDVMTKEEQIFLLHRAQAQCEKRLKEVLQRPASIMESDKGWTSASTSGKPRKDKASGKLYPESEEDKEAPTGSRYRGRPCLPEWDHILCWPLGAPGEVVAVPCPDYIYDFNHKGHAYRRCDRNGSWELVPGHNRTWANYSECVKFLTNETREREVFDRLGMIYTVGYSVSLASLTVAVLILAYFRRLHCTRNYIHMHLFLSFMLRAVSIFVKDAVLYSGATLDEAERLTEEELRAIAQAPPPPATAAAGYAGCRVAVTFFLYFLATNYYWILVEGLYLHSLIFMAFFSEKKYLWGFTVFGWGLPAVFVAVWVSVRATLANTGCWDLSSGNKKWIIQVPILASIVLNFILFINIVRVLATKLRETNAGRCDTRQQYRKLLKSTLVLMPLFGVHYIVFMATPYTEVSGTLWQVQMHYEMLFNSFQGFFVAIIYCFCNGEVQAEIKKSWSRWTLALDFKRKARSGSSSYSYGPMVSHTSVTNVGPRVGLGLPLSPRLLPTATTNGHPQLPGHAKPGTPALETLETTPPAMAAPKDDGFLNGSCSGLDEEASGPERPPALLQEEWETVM
#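 HEK-293-derived GP2 cells expressing PTHR1 and a GloSensor cAMP reporter, 3,000/well, plated overnight, given luciferin plus IBMX (each 0.5 mM as added) for 1 h at 37 °C, then compound for 1 h at 37 °C. Luminescence was read after 15 min at room temperature.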
# EPAC2 ag – agonists of human EPAC2 (RAPGEF4); Q8WZA2; EPAC2 activation, biochemical qHTS; response scale: 100% = 6.5 mM cAMP response; Potency, µM (doses to about 154 µM), for the others: at the top dose activation, most hits filed as activators; 0.079% of 360,000 active; also: potency is read from the fitted curve at half-maximal effect; nearly all actives have a fitted effect of over 50% in size
#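 Guanine nucleotide exchange by EPAC2 is measured as reduced fluorescence of BODIPY-GDP once it is released from 250 nM Rap1B. Plates are read kinetically for 30 min at room temperature; results are scaled to 6.5 mM cAMP.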
# D3 ag – activates the human D3 dopamine receptor; max activation, %; AID 652048; D3R DiscoveRx beta-arrestin cells, luminescence, 90 min; 0.58% of 410,000 active; P35462; in the data active = max activation above about 30%; also: 0% is about no effect; mostly tested at two doses, the higher about 12 µM
#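 Cells at 1500/well, incubated overnight, then treated with pinned compounds (dopamine as control) for 90 min at 37 degrees C. DiscoveRx reagent added for 30 - 60 minutes at room temperature; luminescence read.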
# EPAC2 antag – antagonists of human EPAC2. Q8WZA2. EPAC2 GEF exchange of Rap1B-BODIPY-GDP, fluorescence. Potency, µM (highest dose often 114 µM), inactives show at the top dose activity, negative = inhibition, hits mostly inhibitors. 0.18% of 360,000 active. AID 720708; also: potency is read from the fitted curve at half-maximal effect; % is scaled to controls: 0 for no effect and ±100 for the full control effect; nearly all actives have a fitted effect of over 45% in size; many of its hits are not listed in these tables
# * hit, by the source's call; i = inactive; ? = inconclusive; / = not tested or not shown; [ ] = remark or other dose. Unless noted, calls follow the shape of the dose curve; as a rule, active = well fitted curve in the direction sought with a large enough effect; inconclusive = small, poorly fitted or top-dose-only effect, or another doubt; inactive = no such curve, though single readings can be large; an effect the other way counts as inactive or inconclusive. This is a subset (hit frequency here may not be typical).
Molecule	PTHR1 agonist	EPAC2 ag	D3 antag	CCT chaperon mod	Akt phos inh	Mm-Cpn inhibitor	EPAC2 antag	D3 ag
Cn1c2c(c(=O)n(C)c1=O)C(NS(=O)(=O)c1ccccc1)(C(F)(F)F)C(=O)N2 (stereo not given)	i	6%	-10	1.6	i	-1%	-7%	0
CC(Sc1nnc(COc2ccc(Cl)cc2)n1Cc1ccco1)C(=O)N1CCNC1=O (stereo not given)	-34%[inhibitor]	3%	-25	-0.9	i	?	5%	1
COc1ccccc1NCCC(=O)OCC(=O)Nc1ccccc1F	i	-11%	-16	-2.3	i	-3%	0%	-16
CN(C)S(=O)(=O)c1ccc(N2CCCC2)c(C(=O)Nc2ccc(F)cc2F)c1	-3%	6%	-11	1.0	i	1%	2%	-4
Cn1nc(C(=O)Nc2ccc3c(c2)OCCO3)c2ccccc2c1=O	i	-4%	-29	-13	i	0%	-7%	-2
COc1ccc(-n2c(C)cc3cc(OC(C)=O)ccc32)cc1	6%	20%	-9	-2.7	i	0%	-16%	-11
Cc1cc(-c2ccccc2)nc(N/N=C/c2ccc([N+](=O)[O-])cc2)n1	-24%	3%	10	2.7	i	0%	-1%	6
Cn1nnnc1SCCNCc1ccccc1OCc1ccc(Cl)cc1	i	12%	15	0.0	i	-3%	-4%	-15
Cc1nn(-c2ccccc2)c(C)c1/C=N/NC(=O)c1ccccc1O	-47%[inhibitor]	19%	-1	-1.2	i	-1%	8%	-25
CC(C)(C)OC(=O)N1CCC[C@H]1C(=O)NCc1ccc(Cl)cc1Cl	i	-4%	11	-1.8	i	2%	3%	-3
C[C@]12c3[nH]c4cc(-c5ccco5)ccc4c3CCN1C(=O)[C@@H](CC(=O)NCCCn1ccnc1)C[C@@H]2C(=O)N1CCCCC1	-5%	6%	27	-2.2	i	-2%	-6%	-22
COC(=O)[C@@H]1C[C@@H](c2ccccc2)[C@H](C)C1(C)C	i	3%	-20	1.4	i	1%	?	1
Cc1ccccc1NC(=O)NCCCN1CCCC1=O	i	8%	2	-0.7	i	1%	1%	-3
O=C(Nc1nnc(-c2ccc(Cl)s2)o1)C1CC1	i	2%	-3	-0.5	i	0%	-6%	-4
Cc1ccc(NC(=O)C2CC(=O)NC(N3CCCCC3)=N2)cc1Cl (stereo not given)	i	-7%	-28	0.8	i	-2%	7%	-2
CCOC(=O)c1ccc(S(=O)(=O)N2CCC(C(=O)OCC)CC2)cc1	i	-12%	-25	-6.1	i	-10%	-4%	-4
Cc1cc(SCC(=O)Nc2ccccc2)n2ncc(-c3ccccc3)c2n1	i	2%	5	2.7	i	-7%	8%	-7
O=C(O)CSc1cnc2ccccc2n1	-5%[57.5 µM]	0%[15.6 µM]	45	1.1	/	0%	0%	7
O=C1NC2(CCSC2)C(=O)N1CC(=O)N(Cc1ccccc1)C1CCS(=O)(=O)C1 (stereo not given)	i	2%	0	-0.9	i	3%	2%	9
O=C(Cn1ncc(Cl)c(Cl)c1=O)c1ccc(Cl)cc1	-18%	3%	-55*	-1.3	i	-5%	19%	-7
CC(=O)Nc1ccc(C=NNC(=O)C2CC2)cc1	-12%	8%	4	1.8	i	/	2%	7
CC1=NNC(=O)C1CCC(=O)N/N=C\c1ccc(Cl)c(Cl)c1 (stereo not given)	i	-4%	-11	1.7	i	0%	-5%	-15
CN1CCN(c2ccc(NC(=O)COc3ccc4ccccc4c3)cc2)CC1	i	7%	-5	1.3	i	2%	1%	-12
C=CC(c1ccccc1)C(C(=O)c1ccccc1)N(C)C (stereo not given)	-34%[inhibitor]	4%	-25	-3.4	i	1%	-14%	-6
CCCn1c(N)cc(=O)n(CCC)c1=O	0%	4%	13	-15	i	-3%	-2%	-3

# A different layout for some results above.
# Each structure is followed by: PTHR1 agonist | EPAC2 ag | D3 antag | CCT chaperon mod | Akt phos inh | Mm-Cpn inhibitor | EPAC2 antag | D3 ag
- C[C@]12c3[nH]c4cc(-c5ccco5)ccc4c3CCN1C(=O)[C@@H](CC(=O)NCCCn1ccnc1)C[C@@H]2C(=O)N1CCCCC1
→ -5% | 6% | 27 | -2.2 | i | -2% | -6% | -22
- COC(=O)[C@@H]1C[C@@H](c2ccccc2)[C@H](C)C1(C)C
→ i | 3% | -20 | 1.4 | i | 1% | ? | 1

# Following part.
Molecule	PTHR1 agonist	EPAC2 ag	D3 antag	CCT chaperon mod	Akt phos inh	Mm-Cpn inhibitor	EPAC2 antag	D3 ag
N#Cc1c(N)[nH]c(C(=O)c2ccccc2)c1-c1ccc(Cl)cc1	-14%	-5%	-30	-0.1	i	/	-4%	-2
O=C(NC(=S)NC1CCCc2ccccc21)c1ccc(F)cc1 (stereo not given)	-2%	9%	8	0.0	i	-20%	1%	-9
COc1cc(C(=O)N2CCN(c3cc(Cl)ccc3Cl)CC2)cc(OC)c1OC	-66%[inhibitor]	6%	-4	0.1	i	-2%	-19%	-5
CCOC(=O)C1(S(=O)(=O)c2ccccc2)CCN(Cc2ccc(Cl)cc2)CC1	i	12%	?	-0.6	i	-2%	-6%	-3
Nc1nc(NCCCN2CCOCC2)nc(NCc2ccccc2)c1[N+](=O)[O-]	-4%	0%	-3	-1.6	i	1%	-6%	-22
COCCN1C(=O)CN(S(C)(=O)=O)CC1(C)C(=O)NCc1ccccc1 (stereo not given)	i	0%	2	/	i	/	14%	3
COc1ccc(C2CC(c3ccccc3)=NN2C(=O)COC(=O)COc2ccccc2)cc1 (stereo not given)	-7%	0%	2	-2.2	i	-5%	0%	6
COC(=O)C[C@@H]1CC[C@@H](NS(=O)(=O)c2ccccc2OC)[C@@H](CO)O1	-6%	6%	1	/	i	/	3%	0
CCOC(=O)c1c(NC(=O)C[n+]2ccc(N(C)C)cc2)sc(C)c1C	i	-5%	19	0.3	i	1%	7%	3
CCOC(=O)c1c(C)n(C)c2ccc(OCC(N)=O)cc12	i	-7%	52	-2.1	i	0%	-9%	-5
Cc1ccc(NS(=O)(=O)c2cccs2)cc1S(=O)(=O)N1CCCCCC1	-27%	-1%	-9	-0.7	i	-6%	?	-18
Clc1ccc(OCc2nn3c(-c4ccco4)nnc3s2)c(Cl)c1	-27%	0%	-20	-2.9	i	2%	-2%	3
COc1cc(C(=O)NCCCN2CCCC2=O)ccc1OCc1ccc(Cl)cc1Cl	-4%	-9%	-7	1.5	i	-4%	-1%	1
CCN(CC(=O)NCc1cccs1)C(=O)CCCOc1ccccc1	-4%	8%	-10	0.3	i	-2%	2%	-13
CC(C)CC1C(=O)N(Cc2cn(CCC3OCCCO3)nn2)CCS(=O)(=O)N1Cc1ccc(-c2ccc(Cl)cc2)cc1 (stereo not given)	-25%	-1%	-22	-0.9	i	/	?	1
CCN(CC)S(=O)(=O)c1cccc(C(=O)Nc2ccc(Cl)cn2)c1	-94%[inhibitor]	14%	-24	0.9	i	0%	-15%	-4
Fc1ccc2[nH]c3c(N4CCN(c5ccccc5)CC4)ncnc3c2c1	-13%[57.5 µM]	17%	-13	0.6	-90%*	-1%	6%	5
COc1ccc(N(CC(=O)Nc2c(C)n(C)n(-c3ccccc3)c2=O)S(=O)(=O)c2ccc(C)cc2)cc1OC	i	7%	-111*	0.5	i	3%	2%	5
Cc1ccc([C@@H]2CC(=O)[C@@H]3CN(S(=O)(=O)c4ccc(C)cc4)[C@H](c4ccccc4)C[C@@H]3N2S(=O)(=O)c2ccc(C)cc2)cc1	-20%	-2%	-22	-1.0	i	/	27%	0
O=C(c1ccccc1Oc1ccccc1)N1CCN(c2ccccc2F)CC1	-20%	10%	-29	-2.3	i	-9%	-10%	2
Cc1cc(C)n(CCC(=O)N2CCN(S(=O)(=O)c3ccc(C)c(C)c3)CC2)n1	i	4%	-4	3.9	i	1%	-10%	-31
CC(=O)CCc1oc2ccc(C)cc2c1-c1ccccc1	-6%	14%	5	-3.1	i	2%	?	11
COC(=O)c1ccc(NC(=O)Nc2ccc(F)cc2)cc1	-16%[57.5 µM]	0%[15.6 µM]	12	-5.3	/	1%	6%	6
O=C(Nc1cc(S(=O)(=O)N2CCOCC2)ccc1N1CCCC1)c1cc(F)c(F)cc1Cl	i	8%	-5	0.2	i	-1%	1%	-10
CCOc1ccc(C(=O)OCC(=O)N2CCCC2)cc1	-5%	1%	-14	3.1	i	1%	16%	-3

# (listing goes on)
Molecule	PTHR1 agonist	EPAC2 ag	D3 antag	CCT chaperon mod	Akt phos inh	Mm-Cpn inhibitor	EPAC2 antag	D3 ag
CC(=O)n1nc(-c2ccccc2)nc1NCc1cccs1	i	-1%	6	1.3	i	3%	2%	1
Cc1cc(NC(=O)C2CC(c3ccc(F)cc3)=NO2)n(-c2ccccc2)n1 (stereo not given)	-35%[inhibitor]	12%	22	-0.6	i	2%	-5%	4
COc1ccc(C(c2nnnn2C2CCCC2)N2CCN(c3ccccc3)CC2)cc1 (stereo not given)	-4%[57.5 µM]	3%	-2	-2.1	i	3%	-1%	1
O=C(NNc1nccc(C(F)(F)F)n1)Nc1cccc(Cl)c1	i	0%	1	3.0	i	0%	?	1
O=c1cccc(-c2ccc(Br)cc2)o1	-6%[57.5 µM]	-14%	3	-2.2	i	0%	4%	4
O=S(=O)(Nc1ccc(-n2cnnn2)cc1)c1ccccc1F	-12%	-7%	?	-2.4	i	2%	-2%	-9
COc1ccc(OCCCC(=O)Nc2cccc(C(C)=O)c2)cc1	-6%	-12%	-10	-2.2	i	2%	8%	0
O=C(NCc1cccnc1)C1CCC(CNS(=O)(=O)c2cccc3nsnc23)CC1 (stereo not given)	-6%	6%	-7	-0.8	i	-1%	2%	6
C/C(=C\c1ccc(C(=O)O)cc1)c1ccc2c(c1)C(C)(C)CCC2(C)C	-4%	-14%	-14	1.6	i	-2%	-13%	1
COc1ccc(C(=O)Oc2ccc(/C=N/NC(=O)c3ccccc3OC)cc2[N+](=O)[O-])cc1	i	12%	?	-6.3	i	0%	-1%	-18
CCN(CC)S(=O)(=O)c1ccc(-c2nnc(SCC(N)=O)n2CC)cc1	i	-3%	-5	-2.5	i	-1%	4%	5
N=c1c(C(=O)NCc2ccc(F)cc2)cc2c(=O)n3ccccc3nc2n1Cc1ccco1	-25%	6%	?	-2.2	i	-2%	17%	-15
CCOC(=O)C1CCN(C(=O)COc2ccc(Br)cc2)CC1	-3%[57.5 µM]	1%	9	1.3	i	-3%	8%	1
O=C1N=c2ccccc2=C1c1c(O)n(-c2cccc(F)c2)[nH]c1=O	-18%	7%	?	-0.6	i	0%	-2%	-11
